Assay outcomes as filed in PubChem.
GAA glycogen mod – alters human alpha-glucosidase cleavage of glycogen | P10253 | recombinant GAA, glycogen substrate, Amplex Red glucose oxidase fluorescence | Potency, µM (highest dose often 76.4 µM), for the others: at the top dose activity change, negative = inhibition, most hits filed as inhibitors | 300,000 compounds, 0.38% hits;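 also: 0% = full enzyme reaction and -100% = no-enzyme basal signal; the screen sought inhibitors and activators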
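Natural-substrate format: glycogen cleavage by 4 nM human enzyme, glucose read by Amplex Red coupling (Ex 573, Em 610 nm). Normalized to enzyme and no-enzyme controls.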
SMN2 splice enh – SMN2 splice variant enhancement. HEK293 SMN2-luciferase splicing reporter, luminescence, 30-36 h. Potency, µM (highest dose often 46.1 µM), for the others: at the highest dose activity change, positive = activation, most hits filed as activators. 210,000 compounds, 2.8% hits; also: % of control where 0% means no effect; nearly all actives have a fitted effect of over 55% in size
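qHTS luciferase splicing reporter: luminescence rises when SMN2 exon 7 is included in transfected HEK293 cells. Compound exposure lasted 30-36 h at 37C, with 4.5 mM final sodium butyrate as control, followed by a ONE-Glo read.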
aGlu spleen mod – lysosomal alpha-glucosidase (human) modulation; Potency, µM (titrated, usually from 79.9 µM), inactives show at the top dose activity change, negative = inhibition, usual class: inhibitors; P10253; 240,000 compounds, 0.006% hits; human spleen homogenate, 4-MU-alpha-glucoside fluorescence;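 also: 0% = enzyme with vehicle and -100% = no enzyme basal signal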
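Human spleen homogenate (1 ug) with 4-methylumbelliferyl-alpha-D-glucopyranoside (1 mM final) in 50 mM citrate/phosphate pH 5.0, 0.01% Tween-20; 40 min at 37 C. Stopped at pH 10; 4-MU fluorescence Ex 365/Em 440 nm; AC50 by Hill fit.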
ALDH1A1 block – ALDH1A1 (human) enzyme inhibition; Purified ALDH1A1, NADH fluorescence, propionaldehyde substrate; Potency, µM (doses to about 75.3 µM), for the others: top-dose activity, negative = inhibition, most hits filed as inhibitors; 220,000 compounds, 7.3% hits; AID 1030; active = well fitted inhibition curve with a large enough effect, not every such curve was filed as active; inconclusive = small, poorly fitted or top-dose-only effect, or another doubt; inactive = no such curve, though single readings can be large or run the other way;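 also: plate controls were no enzyme wells and a reference inhibitor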
aGal spleen mod – inhibits or activates alpha-galactosidase in human spleen homogenate; P06280; human spleen homogenate, 4MU-alpha-Gal fluorescence, 40 min; Potency, µM (top dose mostly 80 µM), without a hit: top-dose activity change, negative = inhibition, actives largely listed as inhibitors; 240,000 compounds, 0.008% hits; AID 2107;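 also: 0% = enzyme with vehicle and -100% = no enzyme basal signal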
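Inhibition or activation of alpha-galactosidase in human spleen homogenate is scored by 4-MU fluorescence after 40 min at 37C, pH 5.0, with 1 mM substrate. AC50s come from concentration-response fitted to the Hill equation.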
GAA inhib – alpha-glucosidase (human) inhibition | purified human GAA, 4-MU-alpha-glucoside fluorescence | Potency, µM (top dose mostly 76.9 µM), inactives show at the highest dose activity change, negative = inhibition, hits mostly inhibitors | 200,000 compounds, 0.005% hits | AID 1466;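 also: plate controls were uninhibited enzyme wells for no effect and no-enzyme background for full effect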
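Activity normalized between no-enzyme (basal) and enzyme-only wells. Conditions: 4 nM human enzyme, 400 uM fluorogenic substrate, citrate/phosphate pH 5.0 with Tween-20, 20 min room temperature, compounds up to 77 uM.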
JMJD2E inh – blocks human JMJD2E demethylase activity; B2RXH2; JMJD2E catalytic domain, FDH-coupled NADH fluorescence (FDH is formaldehyde dehydrogenase); Potency, µM (highest dose often 57.1 µM), for the others: top-dose activity change, negative = inhibition, actives largely listed as inhibitors; 230,000 compounds, 1.6% hits; AID 2147; active = well fitted inhibition curve with a large enough effect, not every such curve was filed as active; inconclusive = small, poorly fitted or top-dose-only effect, or another doubt; inactive = no such curve, though single readings can be large or run the other way;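 also: 0% = wells with enzyme and -100% = buffer wells without enzyme; nearly all actives have a fitted effect of over 50% in size; many of its hits are not listed in these tables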
Target sequence (B2RXH2 1-337 limits assumed): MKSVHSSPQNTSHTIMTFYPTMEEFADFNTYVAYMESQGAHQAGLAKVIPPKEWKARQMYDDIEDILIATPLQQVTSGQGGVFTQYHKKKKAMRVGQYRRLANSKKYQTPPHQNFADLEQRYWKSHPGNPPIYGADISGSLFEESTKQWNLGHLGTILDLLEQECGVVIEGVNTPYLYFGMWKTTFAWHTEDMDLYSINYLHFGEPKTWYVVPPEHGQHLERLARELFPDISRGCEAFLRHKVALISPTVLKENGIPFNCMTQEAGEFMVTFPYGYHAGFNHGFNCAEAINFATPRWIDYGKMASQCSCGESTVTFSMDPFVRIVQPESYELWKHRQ
RGS12 GoLoco inh – inhibitors of human Gai1-RGS12 GoLoco interaction (red fluorophore); P63096; Gai1:RGS12 GoLoco peptide FP, rhodamine, 10 min; Potency, µM (top dose mostly 61.6 µM), without a hit: at the top dose activity, negative = inhibition, hits mostly inhibitors; 230,000 compounds, 0.44% hits; AID 880; active = well fitted inhibition curve with a large enough effect, not every such curve was filed as active; inactive = no such curve, though single readings can be large or run the other way; also: % is scaled to controls: 0 for no effect and ±100 for the full control effect; nearly all actives have a fitted effect of over 30% in size; many of its hits are not listed in these tables
Target sequence (P63096 whole entry, looked up): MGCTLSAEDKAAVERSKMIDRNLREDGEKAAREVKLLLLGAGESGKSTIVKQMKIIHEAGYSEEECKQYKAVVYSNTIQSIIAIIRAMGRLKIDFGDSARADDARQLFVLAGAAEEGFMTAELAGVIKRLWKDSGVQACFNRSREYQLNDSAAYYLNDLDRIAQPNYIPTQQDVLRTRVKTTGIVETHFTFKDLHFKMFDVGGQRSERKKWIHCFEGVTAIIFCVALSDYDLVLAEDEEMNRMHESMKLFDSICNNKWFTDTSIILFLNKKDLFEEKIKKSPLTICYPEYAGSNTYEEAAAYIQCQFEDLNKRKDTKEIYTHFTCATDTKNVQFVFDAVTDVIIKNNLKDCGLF
Active calls of the source: *; ? = inconclusive; . = not tested or not shown; [ ] = dose if it differs, or a comment. Unless noted, calls follow the shape of the dose curve; as a rule, active = well fitted curve in the direction sought with a large enough effect; inconclusive = small, poorly fitted or top-dose-only effect, or another doubt; inactive = no such curve, though single readings can be large; an effect the other way counts as inactive or inconclusive. Potency is read from the fitted curve at half-maximal effect. A portion of the library. The share of hits here may be higher or lower than overall.

Values in the order: GAA glycogen mod, SMN2 splice enh, aGlu spleen mod, ALDH1A1 block, aGal spleen mod, GAA inhib, JMJD2E inh, RGS12 GoLoco inh
- CC(=O)OCC(=O)[C@@]12OC3(CCCC3)OC1CC1C3CCC4=CC(=O)C=C[C@@]4(C)[C@]3(F)C(O)C[C@]12C (stereo not given in full)
  ., 0%, -10%, -3%, 5%, ., 2%, 3%
- CN1CCN(Cc2c(O)ccc3cc(-c4ccccn4)c(=O)oc23)CC1
  0%, ., 4%, ?, ?, ?, ?, 3%
- CCn1c(SCC(=O)OC(C)C)nnc1-c1ccccc1OC
  9%, 0%, -14%, 6%, 3%, -10%, 8%, -1%
- CSc1nnc(-c2cc3ccccc3cc2O)n1C
  6%, ., 18%, ?, ?, ?, ?, .
- CSC1=C(C#N)C(=O)NC(c2ccc(Cl)cc2)S1 (stereo not given)
  -2%, ., -8%, ., 0%, ., 0%, 3%
- CCOC(=O)N1CCN(CCC(=O)Nc2cc([N+](=O)[O-])ccc2OC)CC1
  5%, -10%, 0%, -11%, -15%, -1%, 5%, 0%
- CCOc1ccc([N+](=O)[O-])c(N)c1
  -13%, -7%, -19%, ?, -28%, -3%, 2%, 8%
- Cc1cc2cc(CNS(=O)(=O)c3ccc4ccccc4c3)ccc2n1C
  -7%, -5%, -12%, 14µM*, -6%, -3%, -28%, -62%
- Cc1cccc(OCC(=O)N/N=C/c2ccccc2C(=O)O)c1
  20%, 13%, 0%, ?, -9%, -7%, -11%, -3%
- COc1ccc2nc(NC(=O)C(NS(=O)(=O)c3cccs3)C(C)C)sc2c1 (stereo not given)
  7%, -1%, 0%, -3%, -28%, -7%, ?, 5%
- COc1cccc(-c2csc(NC(C)=O)n2)c1
  3%, 28µM*, 1%, 11µM*, -1%, -12%, -4%, 2%
- O=S(=O)(c1cccc(-c2nnc(SCc3ccc(Cl)cc3)o2)c1)N1CCCCC1
  2%, -15%, 0%, 2%, -2%, -8%, -6%, -1%
- CCOc1ccccc1NC(=S)N(Cc1cc2ccc(C)cc2[nH]c1=O)CC1CCCN1CC (stereo not given)
  -3%, 7%, 4%, 1%, 7%, -10%, ?, 4%
- CC1CCCN(C(=O)c2cccc(S(=O)(=O)Nc3cc(C(F)(F)F)ccc3Cl)c2)C1 (stereo not given)
  2%, ., -8%, -9%, -7%, 3%, 10%, .
- Nc1c(C(=O)c2ccc(Cl)cc2)oc2ccccc12
  2%, ?, -2%, 3%, -2%, -1%, -6%, 4%
- CCS(=O)(=O)N1CCN(C(=O)c2cccs2)CC1
  5%, -9%, 1%, -2%, 1%, -2%, -8%, 4%
- COC(=O)C1=C(C)N(CCc2ccccc2)C(=O)/C1=C\c1ccco1
  9%, -14%, -5%, ?, -5%, -7%, 5%, 10%
- CC1(C)CC(=O)CC2(C1)NCC(c1ccccc1Cl)c1c2[nH]c2ccccc12 (stereo not given)
  -6%, -1%, -14%, -5%, 5%, ?, 6%, 4%
- O=C(NCCCN1CCN(C2CCCCC2)CC1)Nc1ccccc1C(F)(F)F
  8%, ?, -4%, 2%, -10%, -3%, 4%, 2%
- CCc1ccc(N(C(=O)c2csnn2)C(C(=O)NC(C)(C)C)c2cccnc2)cc1 (stereo not given)
  7%, -15%, -3%, 13µM*, -4%, 9%, 11%, -16%
- CN(C)S(=O)(=O)N1CCC(C(=O)O)(c2ccccc2)CC1
  10%, -1%, -1%, 2%, -4%, -6%, 0%, -3%
- CCCCC1CCC(c2nc(-c3ccccn3)no2)CC1 (stereo not given)
  -5%, 11µM*, -6%, -7%, 14%, ?, -6%, 13%
- CC(C)CNC(=O)CSc1nc2scc(-c3ccccc3)c2c(=O)[nH]1
  2%, -38%[inhibitor], -2%, ?, 4%, 4%, -1%, 38%[activator]
- Cc1csc(C(=O)O)c1NC(=O)c1cccc([N+](=O)[O-])c1
  -4%, 17%, -5%, 14µM*, -2%, 4%, -2%, 7%
- CC(=O)c1cnc(Nc2ccc(C)cc2)s1
  -8%, ?, -12%, 9%, 1%, -9%, -10%, 16%
- CCC1(C(=O)OC)NC(c2ccco2)C2C(=O)N(c3ccc(C)cc3)C(=O)C21 (stereo not given)
  8%, -8%, 6%, -4%, -6%, 2%, 6%, 10%
- CCO[C@@H]1OC(C(=O)N2CCN(C)CC2)=C[C@H](C2CCCCC2)[C@H]1CCCO
  12%, ., 3%, 1%, 5%, ., -5%, 1%
- CCN(CC)CCNC(=O)c1c(O)c2c([nH]c1=O)CCCC2
  10%, -8%, -12%, -4%, 7%, -4%, ?, 1%
- Cc1ccc(OCC(=O)NCCc2nc3ccccc3[nH]2)c(C)c1
  8%, 18%, -4%, -1%, 2%, -5%, 4%, 7%
- N#CC1=C(N)Oc2n[nH]c(-c3ccc(F)cc3)c2C1c1cccnc1 (stereo not given)
  6%, 12%, -1%, 3%, 18%, -2%, -11%, -4%
- COc1cccc(NC(=O)c2ccc3c(SCC(=O)O)c4c(nc3c2)CCCC4)c1
  1%, -11%, 7%, ?, 4%, 0%, 3%, 8%
- CCOC(=O)C1CCCN(Cc2sccc2C)C1 (stereo not given)
  2%, 4%, -3%, ?, -8%, -5%, ?, -16%
- Cc1nn(Cc2ccccc2Cl)c2sc(C(=O)NCCCn3ccnc3)cc12
  -4%, -20%, 0%, ?, 2%, -14%, 0%, -4%
- CCOC(=O)CC(=O)Nc1cc(Cl)ccc1O
  -8%, ., -3%, -15%, 2%, -3%, -3%, 4%
- Cc1ccc(C2(C(F)(F)F)NC(=O)N3C(=C2C#N)Nc2ccccc23)cc1 (stereo not given)
  -2%, 1%, -8%, 1%, -4%, -3%, -6%, 5%
- O=[N+]([O-])c1ccc(-c2nnc(-c3ccccc3)c(NCCCO)n2)cc1
  7%, 5%, -3%, ?, 2%, 11%, -9%, 5%
- O=C(Nc1ccc(F)cc1)NC1(C(=O)NCc2ccco2)CCCCC1
  10%, ., 3%, 15%, -2%, -7%, -6%, .
- O=C(Nc1nc2ccc(SC(F)F)cc2s1)c1ccc2c(c1)S(=O)(=O)c1ccccc1C2=O
  11%, ., -1%, 2%, 14%, 7%, 6%, 7%
- Fc1ccc(NC(=S)N2CCN(C/C=C/c3ccccc3)CC2)c(F)c1
  14%, -19%, -21%, 3%, -1%, 5%, 6%, 13%
- COCc1[nH]nc2c1C1(CCC3(CC1)OCCO3)C(C#N)=C(N)O2
  -20%, -6%, 8%, -2%, 7%, -4%, 2%, 0%
- Cc1c(N=CN2CCOCC2)c(=O)n(C)c(=O)n1C
  2%, 5%, -1%, 1%, -4%, -5%, -2%, 11%
- CCn1c(SCC(=O)O)nnc1-c1cc2c(C)nn(-c3ccccc3)c2s1
  4%, -6%, -8%, ?, 9%, 7%, ?, 13%
- O=C(CCN1C(=O)/C(=C/c2cccs2)SC1=S)NNC(=O)c1cccc(O)c1
  6%, 6%, -7%, 1%, -6%, ?, 5%, 109%[activator]
- O=C(C1=C(O)C(=O)N(CCN2CCOCC2)C1c1cccnc1)c1cc2ccccc2o1 (stereo not given)
  -30%, -5%, -5%, 35µM*, -4%, -9%, ?, 15%
- COc1ccc(N2CCN(C(=O)c3cc4c(s3)-c3ccccc3S(=O)(=O)C4)CC2)cc1
  -2%, ., 4%, ., 12%, ., -9%, 12%
- COc1cc(OC)cc(-n2nnnc2SCC(=O)N2CCCC2)c1
  4%, 4%, -4%, 2%, 3%, 0%, 5%, 6%
- Cc1cccc(N2CCN(C(=O)c3cn(C)c(=O)c4c3c3ccccc3n4C)CC2)c1C
  -16%, -9%, 2%, ?, -3%, -1%, 10%, 7%
- O=C(COc1ccc(Cl)cc1)Nc1nnc(C2=COCCO2)o1
  2%, 2%, 11%, 3%, 7%, -2%, -6%, 5%
- Cc1cc(-c2nnc(SCC(=O)Nc3ccccc3Cl)n2C)no1
  11%, ., 1%, ., 3%, ., 1%, 7%
- CCOC(=O)c1oc2nc3c(cc2c1N)COC(C)(C)C3
  5%, 16%, -1%, ?, 2%, -2%, ?, -3%
- CCOC(=O)c1c(NC(NC(=O)C(C)C)C(Cl)(Cl)Cl)sc2c1CCC2 (stereo not given)
  -1%, -20%, 0%, -2%, 4%, -13%, 0%, 10%
- Cn1cnnc1SCC(=O)Nc1ccc2nc(SCc3cccc4ccccc34)sc2c1
  5%, -21%, 2%, 14µM*, 6%, 0%, -1%, 7%
- CC1(C)CC(=O)C=C(OC(=O)c2ccc(Cl)cc2)C1
  4%, -4%, -2%, 7%, 2%, 5%, 0%, -1%
- CC(NC(=O)CSc1nc2ccccc2c(=O)[nH]1)c1ccccc1 (stereo not given)
  5%, 21%, 5%, 2%, -4%, 4%, -26%, -41%
- COC(=O)c1cc(NC2c3ccccc3C(=O)N2CCN2CCOCC2)cc(C(=O)OC)c1 (stereo not given)
  -4%, 17%, -2%, -18%, -4%, -2%, -27%, 0%
- CCOC(=O)c1cc(=O)[nH]c2ccccc12
  17%, ., -4%, 0%, -2%, ?, ?, 11%
- COc1ccc(Sc2nc(-c3ccccc3)ncc2C(=O)O)cc1
  -13%, -6%, -2%, ?, -16%, -13%, 5%, 10%
- COc1cc2nc(SCc3ccc(Cl)cc3Cl)n(Cc3cccs3)c(=N)c2cc1OC
  -11%, 1%, -4%, -1%, 8%, -15%, ?, 5%
- COC(=O)c1c(C)noc1-c1ccc(Cl)cc1
  3%, ., -1%, ., 5%, ., -1%, -1%
- C=CCSc1nnc(NC(=O)c2cccc(S(=O)(=O)N(C)c3ccccc3)c2)s1
  7%, ?, 0%, ?, -7%, 0%, ?, 62%[activator]
- CCc1nc2cc([N+](=O)[O-])c([N+](=O)[O-])cc2[nH]1
  -8%, -1%, 11%, 7%, -5%, ?, 8%, -10%
